CXCR6 inh – CXCR6 (human) receptor inhibition; O00574; CHO-K1 PathHunter CXCR6 beta-arrestin, luminescence; 0.36% of 360,000 active; inhibition, % at 20 µM; AID 602244; in the data active means inhibition above about 34%, passing the limit was not always enough;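 further: antagonist mode with CXCL16 agonist at 10 nM final; 0% = 10 nM CXCL16 with DMSO and 100% = unstimulated wells without agonist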
Target sequence (O00574 whole entry, looked up): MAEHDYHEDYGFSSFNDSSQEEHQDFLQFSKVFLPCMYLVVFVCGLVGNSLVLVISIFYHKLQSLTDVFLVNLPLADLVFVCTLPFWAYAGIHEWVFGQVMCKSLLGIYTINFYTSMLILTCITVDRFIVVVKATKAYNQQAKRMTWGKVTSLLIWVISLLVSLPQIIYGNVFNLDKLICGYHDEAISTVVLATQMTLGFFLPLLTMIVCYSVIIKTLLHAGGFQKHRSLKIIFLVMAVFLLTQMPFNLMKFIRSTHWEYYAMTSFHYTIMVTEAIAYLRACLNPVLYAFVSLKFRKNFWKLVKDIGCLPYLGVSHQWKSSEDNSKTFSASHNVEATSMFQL
GRIN3A LBD mod – modulates the human NR3A ligand-binding domain; NR3A LBD differential scanning fluorimetry, Tm shift; 0% = protein alone, 100% = glycine-bound protein; Tm shift relative to glycine control, % at 25 µM; AID 1259313; 2.5% of 340,000 active;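 active means melting temperature shift of at least 10% of the positive control shift, at one fixed dose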
A3A deaminase – blocks human APOBEC3A ssDNA deamination; P31941; recombinant A3A, FAM/TAMRA ssDNA deamination fluorescence; inhibition, % at 20 µM; 0.41% of 330,000 active;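 active means at least 40% inhibition at 20 µM here, with at most 30% in a related deaminase screen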;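 further: plate controls were A3A with DMSO for no effect and wells lacking A3A enzyme for full effect; some results filed as inactive read as strong as hits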
Target sequence (P31941 whole entry, looked up): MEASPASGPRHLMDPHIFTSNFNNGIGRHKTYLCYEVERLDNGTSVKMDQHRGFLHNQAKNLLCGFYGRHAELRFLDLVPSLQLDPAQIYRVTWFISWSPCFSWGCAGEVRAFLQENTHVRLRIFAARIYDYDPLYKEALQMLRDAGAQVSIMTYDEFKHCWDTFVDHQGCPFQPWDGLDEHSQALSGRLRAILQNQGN
MPTP block – permeability transition pore inhibition. 1.4% of 360,000 active. isolated mouse mitochondria, Ca2+ swelling absorbance, 30 min. AID 602449. inhibition, % at 10 µM;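 active means inhibition of 50% or more, scaled per plate between neutral and stimulator controls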;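 further: 0% = DMSO wells given calcium and 100% = 1 mM EGTA wells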
Gli-Sufu antag – antagonists of Gli-Sufu signaling | Sufu-KO-LIGHT fibroblasts, Gli luciferase reporter luminescence | 0.74% of 340,000 active | inhibition, % at 5 µM;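 active means inhibition above about 55%, limit read from the data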;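 further: 0% = DMSO-treated cells and 100% = wells with medium but no cells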
A3G deaminase – inhibitors of human APOBEC3G DNA deaminase | Q9HC16 | recombinant A3G, ssDNA deamination FAM/TAMRA fluorescence | inhibition, % at 20 µM | 0.28% of 330,000 active | AID 493012;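 active means inhibition of at least 40% at 20 µM, with no more than 30% in the related APOBEC3A deaminase screen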;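 further: plate controls were DMSO wells with A3G for no effect and wells lacking A3G enzyme for full effect; some compounds called inactive have numbers as strong as hits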
CCR6 antag – antagonists of human CCR6 receptor; inhibition, % at 20 µM; CHO-K1 CCR6 PathHunter beta-arrestin, luminescence, CCL20-stimulated; 0.49% of 340,000 active; AID 493098;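 active means compounds whose inhibition of the agonist-driven luminescence signal at 20 µM reaches about 50%, limit read from the data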;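 further: cells stimulated with CCL20 at 14 nM final; plate controls were DMSO with CCL20 for no effect and DMSO without agonist for full effect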
EBI2 block – EBI2 (human) antagonism. 0.81% of 360,000 active. inhibition, % at 5 µM. EBI2 beta-arrestin recruitment, luminescence, 7a,25-OHC stimulated. AID 651636; in the data active means inhibition above about 38%;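 further: enzyme fragment complementation signal reports receptor beta-arrestin coupling in cells; 0% = agonist plus DMSO wells and 100% = wells without agonist; some results beyond the cut were filed as inactive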
Target sequence (P32249 whole entry, looked up, the tested form may be a part): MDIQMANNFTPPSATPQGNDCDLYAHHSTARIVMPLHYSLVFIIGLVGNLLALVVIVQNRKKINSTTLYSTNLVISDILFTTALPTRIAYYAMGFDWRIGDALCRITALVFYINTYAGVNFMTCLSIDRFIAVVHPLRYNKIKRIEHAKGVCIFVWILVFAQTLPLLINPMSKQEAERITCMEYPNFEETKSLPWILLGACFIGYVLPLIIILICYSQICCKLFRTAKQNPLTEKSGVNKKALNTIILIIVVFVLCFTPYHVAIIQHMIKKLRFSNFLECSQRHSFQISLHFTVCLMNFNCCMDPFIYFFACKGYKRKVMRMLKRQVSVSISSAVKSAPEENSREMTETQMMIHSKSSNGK
Starred values were filed as active, the others as inactive; · = not tested or not shown.

structure,CXCR6 inh,GRIN3A LBD mod,A3A deaminase,MPTP block,Gli-Sufu antag,A3G deaminase,CCR6 antag,EBI2 block
CC(=O)OC1CC(OC2C(O)CC(OC3C(O)CC(OC4CCC5(C)C(CCC6C5CCC5(C)C(C7=CC(=O)OC7)C(O)CC65O)C4)OC3C)OC2C)OC(C)C1OC1OC(CO)C(O)C(O)C1O (centres undefined),2,0,·,-1.6,-1,·,8,10
Cc1cc(OCC(=O)NCC(O)c2ccccc2)c2c3c(c(=O)oc2c1)CCCC3 (centres undefined),0,0,6,-0.8,10,-2,15,13
CC(=O)O[C@@H]1/C=C/[C@](C)(O)C[C@@H](C)C/C=C/[C@H]2[C@H](O)[C@@](C)(O)[C@@H](C)[C@H]3[C@H](Cc4ccccc4)NC(=O)[C@@]312,-4,2,-4,0.9,-9,-9,-10,-4
CCOc1cccc(=NC2CCCCC2)c2c(C)n(C)c(C)c12,1,-2,-10,62*,86*,-3,7,-16
COc1ccc(NC(=O)[C@@H](NC(=O)N2C[C@H]3C[C@@H](C2)c2cccc(=O)n2C3)C(C)C)cc1,2,0,-2,0.0,-1,-8,5,-2
CCN1CCC(O)(c2ccccc2)C(C(=O)c2ccccc2)C1 (centres undefined),-11,-3,1,-4.1,3,-1,3,-14
CCCC1C(C#N)=C(N)Oc2c1c(=O)oc1ccccc21 (centres undefined),-2,-1,-13,-2.0,7,-6,4,-5
COc1ccc(OC)c(CN2CCN(C(=O)Cc3ccccc3)CC2)c1,-7,0,-4,-0.3,6,2,-3,3
O=c1[nH]c(=O)n(-c2ccccc2Cl)c(O)c1C=NCCN1CCCCC1,1,401*,0,1.3,7,-5,-10,-7
CN1CCc2nc(SCC(=O)OC(C)(C)C)c(C#N)cc2C1,10,-1,3,-1.3,-66,-2,12,-7
Cn1c(O)c(C=NCCCCCCCCCCC(=O)O)c(=O)n(C)c1=O,6,-1,1,2.3,-29,-7,-4,-4
CN(C)CP(=O)(Nc1ccccc1)N(C)C (centres undefined),-2,1,7,-1.8,10,-3,1,1
CCOc1ccc(-n2c(CC)nc3ccccc3c2=O)cc1,3,0,0,0.4,0,-1,10,-1
Cc1c2cnn(CC(=O)N3CCC4(CC3)OCCO4)c(=O)c2c(C)n1Cc1ccccc1F,-5,0,2,1.5,8,0,-4,-8
N#Cc1ncc(N=Cc2ccc(N(CCCl)CCCl)cc2)s1,-3,-2,·,0.6,7,·,12,15
Cc1cc(OCC(=O)N2C[C@H]3C[C@@H](C2)c2cccc(=O)n2C3)c2c(C)c(C)c(=O)oc2c1,2,-5,7,-0.4,-16,0,-2,0
CC(=O)OCC12CC(OC(=O)CC(C)C)C(C)=CC1OC1C(O)C(OC(C)=O)C2(C)C12CO2 (centres undefined),2,-3,·,-0.6,90*,·,4,2
N[C@@H](CCl)C(=O)O,-3,-2,1,-1.2,-4,7,13,-5
O=C(COc1ccc(S(=O)(=O)N2CCOCC2)cc1)N1CCN(Cc2ccc3c(c2)OCO3)CC1,-6,5,-4,-2.0,5,-6,7,-20
O=C(O)c1ccc(N=Cc2c(O)n(Cc3ccc(F)cc3)c(=O)[nH]c2=O)cc1,-2,0,-2,2.7,5,-5,2,4

Fetched one by one from the entries so far, 7 records:
structure,CXCR6 inh,GRIN3A LBD mod,A3A deaminase,MPTP block,Gli-Sufu antag,A3G deaminase,CCR6 antag,EBI2 block
O=C(O)c1ccc(N=Cc2c(O)n(Cc3ccc(F)cc3)c(=O)[nH]c2=O)cc1,-2,0,-2,2.7,5,-5,2,4
Cc1cc(OCC(=O)NCC(O)c2ccccc2)c2c3c(c(=O)oc2c1)CCCC3 (centres undefined),0,0,6,-0.8,10,-2,15,13
COc1ccc(OC)c(CN2CCN(C(=O)Cc3ccccc3)CC2)c1,-7,0,-4,-0.3,6,2,-3,3
N#Cc1ncc(N=Cc2ccc(N(CCCl)CCCl)cc2)s1,-3,-2,·,0.6,7,·,12,15
CCN1CCC(O)(c2ccccc2)C(C(=O)c2ccccc2)C1 (centres undefined),-11,-3,1,-4.1,3,-1,3,-14
CC(=O)OC1CC(OC2C(O)CC(OC3C(O)CC(OC4CCC5(C)C(CCC6C5CCC5(C)C(C7=CC(=O)OC7)C(O)CC65O)C4)OC3C)OC2C)OC(C)C1OC1OC(CO)C(O)C(O)C1O (centres undefined),2,0,·,-1.6,-1,·,8,10
O=c1[nH]c(=O)n(-c2ccccc2Cl)c(O)c1C=NCCN1CCCCC1,1,401*,0,1.3,7,-5,-10,-7

Next part:
structure,CXCR6 inh,GRIN3A LBD mod,A3A deaminase,MPTP block,Gli-Sufu antag,A3G deaminase,CCR6 antag,EBI2 block
CCCCOC(=O)c1ccccc1N,0,-3,·,0.3,2,·,7,3
CC(C)NS(=O)(=O)c1ccc(OCC(=O)N2CCN(Cc3ccccc3)CC2)cc1,6,-2,-5,0.7,0,-6,7,5
COc1cccc(OCc2cc(C(=O)N3C[C@H]4C[C@@H](C3)c3cccc(=O)n3C4)no2)c1,2,-1,-7,-0.2,-29,-8,22,8
O=C(NCc1ccc(C(=O)N2CCC3(CC2)OCCO3)cc1)c1ccc2c(c1)OCO2,6,0,-2,0.1,-1,-3,-2,-3
CC(C)OC(=O)c1c(N)n(CC2CCCO2)c2nc3ccccc3nc12 (centres undefined),8,-2,-3,-2.6,-8,1,36,5
Cc1c(C(=O)C(=O)N2CCOCC2)c2ccccc2n1Cc1ccccc1,10,-3,3,0.9,25,4,19,1
CCn1ccnc1CN1CCCC(C(=O)c2cc(C)c(OC)c(C)c2)C1 (centres undefined),4,-1,1,6.4,6,-6,10,-4
N#Cc1c(N2CCNCC2)nc(-c2ccco2)c2c1CCCC2,8,-1,-4,-1.2,9,3,4,2
CCOP(=O)(OCC)C(O)c1ccc(OC)cc1 (centres undefined),-8,3,3,1.3,6,-4,-3,-12
S=C=Nc1cccc(C2(N3CCCCC3)CCCCC2)c1,21,-2,-5,40,8,-7,41,-6
COc1ccc(CCNCc2cccn2C)cc1OC,3,-3,-5,3.7,11,0,11,-7
COc1cc(-n2c(=S)[nH]c3ccccc3c2=O)c(Cl)cc1Cl,12,-20,-6,-0.5,-1,-9,23,-6
CC[C@H]1CN2CCC1C[C@@H]2[C@H](O)c1ccnc2ccc(OC)cc12 (some centres undefined),-6,2,·,0.0,-6,·,5,7
CC(=O)c1cn(Cc2ccccc2F)c2ccccc12,-9,-1,-2,73*,59*,-3,26,-4
O=c1[nH]c(=S)[nH]c(O)c1N=Nc1ccc2c(c1)OCCO2,21,-1,8,1.2,13,3,30,7
CCCN(CCC)C1CCc2ccc(O)cc2C1 (centres undefined),10,-1,1,-3.2,-3,3,14,0
COc1ccc(-c2nc3ccc(C(=O)N4CCC5(CC4)OCCO5)cc3nc2-c2ccc(OC)cc2)cc1,18,-2,-9,-0.4,-1,-6,29,6
Cc1ccc(C(=O)Nc2ccc(Cl)cc2C(=O)c2ccccc2)cc1,11,2,1,1.9,6,0,17,8
Oc1ccc(Cl)c(Cl)c1,0,-1,-4,1.9,-12,-12,-12,1
CCC(C)n1c(O)c(C=NCc2cccnc2)c(=O)[nH]c1=S (centres undefined),-2,-3,0,1.0,6,-8,10,4
Cc1ccc(C(O)(C(=O)NNC(=O)CN2CCN(C)CC2)c2ccc(C)cc2)cc1,10,-1,-7,-0.2,-17,-5,13,-7
COc1ccc(C=O)cc1O,1,0,-5,-0.3,-1,-7,1,-2
O=C(c1cc2ccccc2oc1=O)N1CCC2(CC1)OCCO2,-2,0,1,-4.2,23,-5,10,-4
COc1ccc(C(O)P(=O)(OC(C)C)OC(C)C)cc1 (centres undefined),12,0,0,1.8,-1,-7,-6,-16
CC1CN=C(Nc2ccc(N(C)C)cc2)S1 (centres undefined),-1,1,-2,2.2,3,-6,3,2
Cc1ccccc1-n1c(O)c(/C=N/NC(=O)c2ccncc2)c(=O)[nH]c1=O,4,2,-3,0.5,36,-8,-24,-2
O=C(O)C(O)(c1ccccc1)C1CCCC1 (centres undefined),-2,1,-1,1.8,5,0,11,9
C(=NC12CN3CN(CN(C3)C1)C2)c1cccs1,-1,0,0,-1.9,-2,-2,8,0
CC[C@@H](O)C[C@H]1CCC[C@@]2(C[C@@H]3OC(=O)/C=C/[C@@](C)(O)[C@@H](O)[C@H](C)[C@@H](O)[C@H](OC4CCC(N(C)C)C(C)O4)[C@@H](O)[C@](C)(O)CCCCC/C=C/[C@@H]4CC(C)(C)O[C@@]4(O)C[C@H](O2)[C@H]3C)O1 (some centres undefined),-7,0,·,-1.0,89*,·,14,10
Cc1ccsc1C(=O)C1CCCN(Cc2cccn2-c2ccccn2)C1 (centres undefined),-2,-2,0,1.1,37,-7,8,16
Cn1cc(C(=O)NCc2ccccc2)c2ccccc21,-2,0,2,-0.8,24,-4,10,-3
COCCCn1c(N)c(C(=O)NCc2ccco2)c2nc3ccccc3nc21,·,1,0,·,-2,0,8,·
COCCNC(=O)c1c(NC(=O)c2ccc(Br)o2)n(Cc2ccccc2)c2nc3ccccc3nc12,-12,-3,-4,3.1,5,-2,3,15
c1ccc2sc(C3CCCNC3)nc2c1 (centres undefined),-2,1,-1,-1.1,-15,-4,-20,0
COCCOC(=O)c1c(C)oc2ccc(OC(=O)N(C)C)cc12,-3,1,-2,0.5,3,-4,10,-11
O=c1c2ccccc2nc(Cc2cccc([N+](=O)[O-])c2)n1-c1ccc(O)cc1,-3,0,-2,2.4,-1,-3,-1,4
Cn1c(O)c(C=NCCN2CCNCC2)c(=O)[nH]c1=O,-11,-1,-4,1.7,5,-5,-4,-4
CCOC(=O)c1cc2c(cn1)[C@H](CCO)NC2,-1,-1,·,-0.3,-2,·,1,-5
CCCCn1c(=O)c(C(=O)Nc2ncccc2C)c(O)c2ccccc21,5,-6,-6,-1.2,6,-8,14,-8
Cc1nc2ccc(Cl)cc2c(=O)n1-c1cccc(Cl)c1,4,-1,-5,-2.1,-7,-10,9,-3
CC(=O)Nc1ccccc1C(=O)OCc1ccc(C(=O)c2ccccc2)cc1,3,0,-3,-0.5,-18,-7,25,0
COC(=O)C1=C(C(=O)OC)C2c3ccccc3C1c1ccccc12,10,0,·,-1.6,5,·,7,11

Screens deposited in PubChem by Sanford-Burnham Center for Chemical Genomics.

A portion of the library, so the mix of outcomes need not match the whole.
